From PubChem
Hsp70 inhibitors: small molecules displacing fluorescent ligand from Hsp70 – biochemical, fluorescence polarization, primary screen (AID 583); hit rate 0.06% among 140,000; Hsp70 fluorescence polarization probe displacement, mP; higher % means a stronger effect; displacement, % at 20 µM; hits with a dose series show IC50 in µM; in the data active = displacement above about 50%;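 also: plate controls were vehicle for no effect and reference ligand for full effect; a part of the inactive calls stands beside numbers as strong as those of hits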
MKP-3 inhibition: MKP-3 phosphatase inhibitors, primary screen, biochemical, rat enzyme, in vitro (AID 425). hit rate 0.17% among 110,000. inhibition, % at 20 µM, or IC50 in µM where a hit was titrated. recombinant MKP-3 phosphatase activity, fluorescence; higher % means a stronger effect; in the data active = inhibition above about 50%;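 also: plate controls were vehicle for no effect and reference inhibitor for full effect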
The depositor's hits bear a star; . = no result given; & = joins results of further samples. Not all compounds are listed. The share of hits here may be higher or lower than overall.

Start of the data: the first five records, to show the layout:
compound | MKP-3 inhibition | Hsp70 inhibitors
CC(Sc1nnc(-c2ccc(Cl)cc2Cl)n1Cc1ccccc1)C(=O)Nc1nccs1 (stereo not given) | . | 0.4%
COc1ccc(NC(=O)CC2C(=O)N(c3ccc(OC)cc3)C(=O)N2CCN2CCN(C)CC2)cc1 (stereo not given) | -3% | 1.6%
O=c1/c(=C/c2ccc(O)cc2)sc2nc3cc(Br)cnc3n12 | 1% | 5.2%
Cc1ccc(-c2csc3ncnc(NCCN4CCOCC4)c23)cc1 | . | 6.4%
C=CCOc1c(I)cc(/C=C2/C(=O)NC(=O)N(c3ccc(OC)cc3)C2=O)cc1OC | 3% | -4.1%

The list itself, from the first entry:
compound | MKP-3 inhibition | Hsp70 inhibitors
CC(Sc1nnc(-c2ccc(Cl)cc2Cl)n1Cc1ccccc1)C(=O)Nc1nccs1 (stereo not given) | . | 0.4%
COc1ccc(NC(=O)CC2C(=O)N(c3ccc(OC)cc3)C(=O)N2CCN2CCN(C)CC2)cc1 (stereo not given) | -3% | 1.6%
O=c1/c(=C/c2ccc(O)cc2)sc2nc3cc(Br)cnc3n12 | 1% | 5.2%
Cc1ccc(-c2csc3ncnc(NCCN4CCOCC4)c23)cc1 | . | 6.4%
C=CCOc1c(I)cc(/C=C2/C(=O)NC(=O)N(c3ccc(OC)cc3)C2=O)cc1OC | 3% | -4.1%
CCOC(=O)N1CCN(C(=O)CC(C(=O)N2CCc3ccccc32)n2ccnc2)CC1 (stereo not given) | 0% | -1.1%
O=C1OCCC1Sc1nnc(-c2ccc(O)cc2)o1 (stereo not given) | . | 1.0%
CCCC(=O)Nc1cc(C)c(NC(=O)C23CC4CC(CC(C4)C2)C3)cn1 | 0% | 4.1%
C=CCc1ccccc1OCCn1cc(C=C2C(=O)NC(=S)NC2=O)c2ccccc21 | 3% | -25%
Cc1cc(C)nc(SCc2ccc3nonc3c2)n1 | 1% | 4.1%
Cc1ccc(C)c(N2CCN(C(=O)c3ccc4nc(-c5ccco5)c(-c5ccco5)nc4c3)CC2)c1 | . | 2.7%
Cc1ccc(/C=C(/NC(=O)c2ccccc2I)C(=O)Nc2ccccc2)o1 | 0% | -3.9%
O=C(NC1CCCCC1)NC1(C(=O)NCCCN2CCOCC2)CCCCC1 | -16% | -0.3%
COc1cc2oc(=O)c(Br)c(C)c2c(OC)c1OC | -2% | -1.9%
COc1ccccc1N1CC(O)=C(c2nc3ccccc3s2)C1=N | -5% | 2.5%
CCC(C)NC(=O)CSC1=Nc2ccccc2C2=NC(CC(=O)NCc3ccccc3)C(=O)N12 (stereo not given) | -9% | -2.3%
CC(C1CC1)N(Cc1ccccc1)C(=O)Nc1ccccc1Cl (stereo not given) | -4% | 3.8%
CCn1c(Cc2ccccc2)nnc1SCC(=O)Nc1nnc(-c2ccccc2)s1 | -10% | 6.2%
CCCC(=O)C1=C(O)C(C(=O)OC)C(C)(C)CC1=N (stereo not given) | -6% | 8.1%
O=c1[nH]c2cc3c(cc2cc1CN(Cc1nnnn1CC1CCCO1)C1CCCC1)OCO3 (stereo not given) | 1% | 3.5%
O=C(NCc1ccccc1)c1ccc(S(=O)(=O)c2ccccc2)cc1 | 2% | 5.1%
CCN1C(=O)NC(c2cccnc2)C(C(=O)OC)=C1C (stereo not given) | -6% | -5.1%
O=C(c1ccco1)N1CCN(C(=O)C2c3ccccc3Oc3ccccc32)CC1 | -2% | -0.6%
Cc1cc(NC(=O)CSc2nc(-c3ccc(Cl)cc3)cs2)no1 | . | 6.8%
COC(=O)/C(C#N)=C\c1ccc(OC)cc1 | 0% | -2.8%
COc1ccc(-c2nnc(/C=C/c3ccccc3)o2)cc1 | 1% | 2.2%
CC1=CC(C)=Nc2ccccc2N1 | . | -3.5%
COc1ccc(N(CC(=O)Nc2cccc(C)c2)S(C)(=O)=O)c(OC)c1 | -2% | -4.2%
COc1ccc(N(CC(=O)NC(C)c2ccccc2)S(C)(=O)=O)c(OC)c1 (stereo not given) | 0% | -0.7%
O=C(Nc1nc(-c2ccccc2)cs1)C1CCCO1 (stereo not given) | -1% | 0.4%
COc1ccc(C2/C(=C(/O)c3ccc(F)cc3)C(=O)C(=O)N2CCCN(C)C)cc1 (stereo not given) | -4% | .
CC1CCN(Cn2cnn(CN3CCC(C)CC3)c2=S)CC1 | 3% | -2.1%
O=c1[nH]c(=O)n(-c2ccccc2F)c(O)c1C=Nc1ccc2c(c1)OCO2 | 0% | -7.3%
COc1ccc(CN(CCN2CCOCC2)C(=O)c2c(F)cccc2F)cc1OC | -14% | 4.2%
Cc1ccccc1NC(=O)COc1nsnc1N1CCOCC1 | . | 1.7%
Cc1oc2c(CN(C)C)c(O)ccc2c(=O)c1-c1cscn1 | -5% | -3.3%
O=C(c1ccccc1)N1CCCCC(S(=O)(=O)c2ccc3ccccc3c2)C1=O (stereo not given) | . | 1.2%
CN(N)C(=S)NCc1ccccc1 | . | 7.6%
Cc1ccc(-c2nc3ncccc3o2)cc1NC(=O)c1cc2ccccc2o1 | -5% | 9.8%
Cc1nnc(SCCn2c(N3CCCCCC3)nc3c2c(=O)[nH]c(=O)n3C)s1 | 1% | -2.4%
COc1ccc(C2N(c3cc(C)on3)C(=O)C3CCCN32)cc1OC (stereo not given) | 0% | 5.3%
CCOC(=O)C(NC(=O)c1ccccc1)(Nc1cc(C)on1)C(F)(F)F (stereo not given) | 2% | 5.8%
C=CCOC(=O)C1=C(C)OC(N)=C(C#N)C1c1c(C)nn(-c2ccccc2)c1Cl (stereo not given) | -10% | -4.1%
NC(=O)COC(=O)CNC(=O)c1ccc(Cl)cc1 | -7% | 0.2%
COc1cc(C(Nc2ccc3c(c2)OCO3)C(=O)NC2CCCCC2)cc(OC)c1OC (stereo not given) | -1% | -4.9%
c1cnc(Nc2nc(-c3cccnc3)cs2)nc1 | -5% | 4.2%
COC(=O)C1C(=O)NC(SC)=C(C#N)C1c1ccccc1F (stereo not given) | 5% | -1.4%
CCOc1cc(C(=O)Nc2nn[nH]n2)cc(OCC)c1OCC | 0% | 0.1%
Cc1ccccc1N1CCN(Cc2c(C#N)c3ccccc3n2C)CC1 | 4% | 2.0%
O=C(c1cccs1)N1CCN(c2ncccn2)CC1 | . | -6.2%

(further entries)
compound | MKP-3 inhibition | Hsp70 inhibitors
O=C1/C(=C/N2CCCCC2)c2ccccc2C(=O)N1c1ccccc1 | 0% | -2.1%
Cc1c(C(=O)Nc2cccc(-c3nc4ncccc4o3)c2)cccc1[N+](=O)[O-] | 1% | -1.3%
CCCn1c(SCC(=O)c2cc(C)c(C)cc2C)n[nH]c1=O | . | 5.5%
CCN1CCCC1CNC(=O)c1cn(C)c2ccc(S(=O)(=O)N3CCCCCC3)cc2c1=O (stereo not given) | -2% | 1.4%
COC(=O)c1c(NC(=O)Cc2cccs2)sc2c1CCC(C)C2 (stereo not given) | -4% | -3.8%
CC(C)CC(C(=O)Nc1oc(-c2ccco2)c(-c2ccco2)c1C#N)N1C(=O)c2ccccc2C1=O (stereo not given) | -10% | -19%
Cc1cc(C)c(S(=O)(=O)Nc2cc(Br)c(O)c3ccccc23)c(C)c1 | 37% | 10%
O=C(Nc1ccc(Cl)cc1)N1CCCC1 | 0% | -0.2%
CC(=O)Oc1ccccc1-c1nc(C)nc(N(C)C(C)=O)n1 | -10% | -2.0%
Cc1sc(NC(=O)C2CCCO2)c(C#N)c1C (stereo not given) | -2% | -4.8%

Profiles from above. Order of screens: MKP-3 inhibition, Hsp70 inhibitors
`Cc1c(C(=O)Nc2cccc(-c3nc4ncccc4o3)c2)cccc1[N+](=O)[O-]` is entered as 1%, -1.3%
`COc1ccc(C2/C(=C(/O)c3ccc(F)cc3)C(=O)C(=O)N2CCCN(C)C)cc1` (stereo not given) is entered as -4%, .
`COC(=O)/C(C#N)=C\c1ccc(OC)cc1` is entered as 0%, -2.8%
`COC(=O)C1C(=O)NC(SC)=C(C#N)C1c1ccccc1F` (stereo not given) is entered as 5%, -1.4%
`Cc1cc(C)nc(SCc2ccc3nonc3c2)n1` is entered as 1%, 4.1%

(listing goes on)
compound | MKP-3 inhibition | Hsp70 inhibitors
CCOC(=O)C1=C(O)/C(=C\c2ccc(F)cc2)N=C1C | 1% | 1.9%
COc1ccc2c(=O)c3c(=O)n(Cc4ccco4)c(C4CCCCC4)nc3oc2c1 | 6% | 2.5%
Cc1c(Cc2ccccc2)c(=O)n2c([nH]c3ccccc32)c1C#N | 0% | -0.4%
CN(C)S(=O)(=O)N1CCN(c2cccc(Cl)c2)CC1 | 1% | 2.6%
CCOCCCn1c(C)nc2c(c1=O)c1nc3ccccc3nc1n2-c1ccc(C)cc1 | -2% | 2.6%
CC(C)Cc1cc(C(=O)NCCN2CCOCC2)no1 | -10% | 1.2%
Cc1ccc(S(=O)(=O)N2CCCC2C(=O)Nc2cc(C)on2)cc1 (stereo not given) | 2% | -2.7%
COc1ccc(Oc2nnc(C)c3ccccc23)cc1 | . | -4.0%
Cc1ccc(C(=O)O/N=C(\N)c2ccc(Br)cc2)cc1C | . | 5.6%
CCOC(=O)c1c(C)nc(C)c(C(=O)OCC)c1-c1ccc(Br)cc1 | -2% | 3.9%
Cc1cc(-c2ccccc2)nc(N/N=C/c2c(O)ccc3ccccc23)n1 | -3% | -3.0%
C/C(=N\N=C1\NC(=O)C(CC(=O)Nc2ccc(Cl)cc2Cl)S1)c1ccc([N+](=O)[O-])cc1 (stereo not given) | -4% | 3.6%
Cc1onc(-c2ccccc2)c1C(=O)OCC(=O)c1ccccc1 | -10% | 0.3%
CCCCN1C(=O)CC(Sc2ccccc2C(=O)O)C1=O (stereo not given) | . | 2.8%
CC(=O)Nc1cccc(NC(=O)CCc2ccccc2)c1 | . | 0.9%
CC(=O)Nc1ccc(Oc2ccc(C(=O)O)c(C(=O)O)c2)cc1 | -4% | 3.7%
C=CCn1c(SCc2ccc(C(=O)NCCO)cc2)nc2sc3c(c2c1=O)CCCC3 | 4% | -5.5%
COc1cc(OC)cc(C(=O)NCC(=O)N2CCC(C)CC2)c1 | -4% | 8.7%
N#CCCn1c(C(C#N)(CCC#N)CCC#N)nc2ccccc21 | -6% | -1.1%
O=C(O)c1ccccc1C(=O)Nc1ccc(Nc2ccc([N+](=O)[O-])cc2[N+](=O)[O-])cc1 | 3% | 0.6%
Cc1cc2nn(-c3ccccc3)nc2cc1N | 4% | .
CN1CCc2c(sc(/N=C/c3ccco3)c2C(N)=O)C1 | -6% | 5.5%
CCCCc1ccc(-c2csc(/C(C#N)=C/c3ccc(O)c(OCC)c3)n2)cc1 | 1% | -33%
CC(C)Cn1cnc2c1c(=O)n(CC(O)c1ccccc1)c(=O)n2CC(C)C (stereo not given) | . | 1.2%
CCCN1C(=O)C(NS(=O)(=O)c2ccc(N)cc2)(C(F)(F)F)C(C(=O)OC)=C1C (stereo not given) | 2% | 2.3%
O=C(Cn1c2ccccc2c(=O)c2ccccc21)N/N=C/c1cc(Cl)cc(Cl)c1O | 0% | 7.8%
COc1ccc(CN2CCN(C3CCCCC3)CC2)cc1 | 2% | -3.2%
O=C(c1cccc(S(=O)(=O)N2CCOCC2)c1)N1CCOCC1 | -3%&-3% | 3.8%&1.6%
CC(=O)c1ccc(-c2nc3c4ccccc4ccn3c2C(C)=O)o1 | 4% | -11%
Cn1c(Cc2cccs2)nnc1SCC(=O)N1CCc2ccccc21 | -11% | 2.3%
COc1cccc2cc(C(=O)N3CCN(c4ccccc4F)CC3)c(=O)oc12 | -6% | .
Cc1cc(NS(=O)(=O)c2ccc(C3CCCCC3)cc2)no1 | 0% | -3.1%
CC1=C(C(=O)OCC2CCCO2)C(c2ccncc2)C2=C(CC(C)(C)CC2=O)N1 (stereo not given) | 0% | -0.4%
OCCNc1nc(NCCC2=CCCCC2)nc(N2CCOCC2)n1 | . | -2.1%
Cc1ccc(C2C(C#N)C(C#N)N3CCCN23)cc1 (stereo not given) | . | 0.2%
CC(C)(C)c1ccc(C(=O)Nc2cccc(Cl)c2)cc1 | 0% | 3.3%
N#Cc1nc(COc2ccccc2)oc1N1CCCCC1 | -6% | .
COc1ccc(C)cc1NC(=O)Nc1ccc(Br)cn1 | . | -3.3%
O=C(Cn1nc(-c2ccccc2)ccc1=O)NCC1CCCO1 (stereo not given) | . | 5.2%
CN(C)c1ccc(-n2cc3c(=O)n(C)c(=O)n(C)c3c2)cc1 | -5% | -1.9%
CCOC(=O)C1=C(C)N=c2s/c(=C\c3cc(OC)c(OC)cc3[N+](=O)[O-])c(=O)n2C1c1ccc(SC)cc1 (stereo not given) | 4% | -1.8%
O=[N+]([O-])c1cccc(-c2ccc(C(=S)N3CCN(c4ccc(F)cc4)CC3)o2)c1 | 5% | -0.2%
COc1ccc(-n2cnc3cc(NC(=O)c4ccccc4)ccc32)cc1 | 9% | -3.8%
CCc1nnc2sc(-c3ccc(NC(=O)c4ccco4)cc3)nn12 | -11% | 6.5%
O=C(Nc1sc2c(c1C(=O)Nc1ccccn1)CCCCC2)c1ccccc1 | 2% | 1.8%
CCc1c(C(C)O)oc2ccc3c(C)cc(=O)oc3c12 (stereo not given) | -6% | -4.9%
CCN(CC)CCCCOc1ccccc1F | -2% | -1.0%
Cc1ccnc(NC(=O)C2CCN(S(=O)(=O)c3cccc4nonc34)CC2)c1 | -1% | 2.5%
COc1ccc(OC)c2[nH]c(=O)c(CCNC(=O)C(C)(C)C)cc12 | -2% | 3.3%
CCOC(=O)c1c(C)[nH]c(N=Nc2ccc(C)cc2)c1C | 0% | -1.1%&-0.9%
O=C(COc1ccc2ccccc2c1)NCC1CCCO1 (stereo not given) | -2% | 2.2%

Ordered by formula weight (falling): part of the list above
compound | MKP-3 inhibition | Hsp70 inhibitors
CCCN1C(=O)C(NS(=O)(=O)c2ccc(N)cc2)(C(F)(F)F)C(C(=O)OC)=C1C (stereo not given) | 2% | 2.3%
CC1=C(C(=O)OCC2CCCO2)C(c2ccncc2)C2=C(CC(C)(C)CC2=O)N1 (stereo not given) | 0% | -0.4%
O=C(c1cccc(S(=O)(=O)N2CCOCC2)c1)N1CCOCC1 | -3%&-3% | 3.8%&1.6%
